# GIRK2 activator – GIRK2 channel activators by thallium flux; activation (% efficacy), % for hits at 37.5 µM; 34,000 tested, under 10 active; P48051; HEK293 GIRK2/NPY4 cells, thallium flux fluorescence;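 active = primary screen hit, no activity in plain HEK293 cells, and in GIRK2-only cells above 5% efficacy rising with concentration; inactive = the rest, including fluorescent compounds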;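 also: efficacy is normalized control-subtracted fluorescence 15 s after thallium addition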
# Target sequence (P48051 whole entry, looked up): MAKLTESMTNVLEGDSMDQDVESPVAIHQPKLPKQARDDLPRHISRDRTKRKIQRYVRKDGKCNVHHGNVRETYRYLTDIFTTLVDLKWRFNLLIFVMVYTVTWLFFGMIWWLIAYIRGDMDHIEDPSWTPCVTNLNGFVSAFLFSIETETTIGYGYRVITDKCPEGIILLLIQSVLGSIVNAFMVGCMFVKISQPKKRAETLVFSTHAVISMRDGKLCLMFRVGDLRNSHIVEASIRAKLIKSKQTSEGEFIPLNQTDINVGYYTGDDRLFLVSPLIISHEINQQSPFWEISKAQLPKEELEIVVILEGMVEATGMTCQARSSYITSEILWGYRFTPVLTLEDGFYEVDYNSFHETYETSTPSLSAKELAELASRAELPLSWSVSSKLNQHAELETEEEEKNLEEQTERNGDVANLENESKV
# Calls only; i = inactive.
SMILES,GIRK2 activator
O=C(NCC(O)c1ccsc1)C(=O)Nc1ccc(OC(F)(F)F)cc1 (stereo not drawn),i
CC1(C)Cc2cccc(OCC(=O)NCC3CCN(C(=O)Oc4ccccc4)CC3)c2O1,i
Cc1ccc(S(=O)(=O)c2c(N)n(Cc3ccco3)c3nc4ccccc4nc23)cc1,i
Cc1cc(C(=O)N2CCC(c3nnc(C(C)C)o3)CC2)c(C)o1,i
O=C(Nc1ccc2scnc2c1)c1ccc(Cl)cc1Cl,i
Cn1c(C(F)(F)F)nn(CCNC(=O)COc2ccc(Cl)cc2Cl)c1=O,i
CC(=O)NCCc1nc2ccccc2n1Cc1ccc2ccccc2c1,i
CCOC(=O)N1CCN(C(=O)c2csc(-c3cnccn3)n2)CC1,i
COc1ccc(CC(=O)Nc2ccc(CC(=O)NCc3cccs3)cc2)cc1,i
CCOC(=O)c1[nH]c2ccccc2c1NC(=O)C1CCCC1,i
COc1ccc(C)cc1NC(=O)Cn1c(C)nc2c(sc3ccccc32)c1=O,i
Cc1cc(NC(=O)c2ccc(S(=O)(=O)N3CCc4ccccc4C3)cc2)n(C(C)C)n1,i
COc1ccccc1OCC(=O)N1CCC(c2cccs2)CC1,i
O=C(NCc1ccc(F)cc1)N1CCN(CC(F)(F)F)CC1,i
Cc1ccc(NC(=O)C(C)(C)CCl)cc1N1CCCCC1=O,i
CCn1ccc(C(=O)N2CCN(c3nc4c(Cl)cccc4s3)CC2)n1,i
CCOc1ccc(C(=O)NCC2CCN(S(C)(=O)=O)CC2)cc1,i
COCCOC(=O)c1c(C)oc2ccc(OCc3ccc(C(=O)OC)o3)cc12,i
CC(C)S(=O)(=O)c1cccc(C(=O)Nc2sccc2C#N)c1,i
O=S(=O)(NCCN1CCC(c2cccs2)CC1)C1CC1,i
O=C(Nc1ccc(-c2cn3ccsc3n2)cc1)NC1CCCCC1,i
COc1ccc(Nc2cc(C)nc(NCCNC(=O)c3cccs3)n2)cc1,i
Cc1cccc(Oc2cc(N3CCC(C(=O)NCc4cccc(Br)c4)CC3)ncn2)c1C,i
O=C(CS(=O)(=O)c1ccc(Cl)s1)N1CCN(c2ccccc2F)CC1,i
COc1ccc(-c2nnc3ccc(OCCNC(=O)C(F)(F)F)nn23)cc1OC,i

# Copied from the entries so far for reference:
SMILES,GIRK2 activator
O=C(NCC(O)c1ccsc1)C(=O)Nc1ccc(OC(F)(F)F)cc1 (stereo not drawn),i
CC1(C)Cc2cccc(OCC(=O)NCC3CCN(C(=O)Oc4ccccc4)CC3)c2O1,i
Cc1ccc(S(=O)(=O)c2c(N)n(Cc3ccco3)c3nc4ccccc4nc23)cc1,i
Cc1cc(C(=O)N2CCC(c3nnc(C(C)C)o3)CC2)c(C)o1,i
O=C(Nc1ccc2scnc2c1)c1ccc(Cl)cc1Cl,i
Cn1c(C(F)(F)F)nn(CCNC(=O)COc2ccc(Cl)cc2Cl)c1=O,i
CC(=O)NCCc1nc2ccccc2n1Cc1ccc2ccccc2c1,i
CCOC(=O)N1CCN(C(=O)c2csc(-c3cnccn3)n2)CC1,i
COc1ccc(CC(=O)Nc2ccc(CC(=O)NCc3cccs3)cc2)cc1,i
CCOC(=O)c1[nH]c2ccccc2c1NC(=O)C1CCCC1,i
COc1ccc(C)cc1NC(=O)Cn1c(C)nc2c(sc3ccccc32)c1=O,i
Cc1cc(NC(=O)c2ccc(S(=O)(=O)N3CCc4ccccc4C3)cc2)n(C(C)C)n1,i
COc1ccccc1OCC(=O)N1CCC(c2cccs2)CC1,i
O=C(NCc1ccc(F)cc1)N1CCN(CC(F)(F)F)CC1,i
Cc1ccc(NC(=O)C(C)(C)CCl)cc1N1CCCCC1=O,i
CCn1ccc(C(=O)N2CCN(c3nc4c(Cl)cccc4s3)CC2)n1,i
CCOc1ccc(C(=O)NCC2CCN(S(C)(=O)=O)CC2)cc1,i
COCCOC(=O)c1c(C)oc2ccc(OCc3ccc(C(=O)OC)o3)cc12,i

# Further structures follow:
SMILES,GIRK2 activator
CCCC(O)c1nc2ccccc2n1CCOc1ccccc1Cl (stereo not drawn),i
COc1ccc(NC(=O)c2ccc(=O)n(CC(=O)Nc3cc(C(F)(F)F)ccc3Cl)n2)cc1,i
COc1ccc2c(c1)CCN(C(=O)Cc1c(C)[nH]c(=O)[nH]c1=O)C2,i
COc1ccc(NC(=O)Cn2c(C)cc(C)c(S(=O)(=O)c3ccccc3)c2=O)c(OC)c1,i
COC(=O)c1ccc(NC(=O)Cn2nc(C(=O)Nc3ccc(C)cc3)ccc2=O)cc1,i
CC(C)C(=O)Nc1ccc(SCC(=O)Nc2ccccc2F)nn1,i
COCCN1CCC(CNS(=O)(=O)c2ccc(OC)c(F)c2)CC1,i
COc1ccc(CNC(=O)NCC2(O)CCOCC2)cc1OC,i
Cc1ccc(Nc2ccc(NC(=O)c3ccc(S(=O)(=O)N(C)C)cc3)cc2)nn1,i
O=C(COc1ccc(Cl)cc1)Nc1ccc(CC(=O)N2CCOCC2)cc1,i
COc1ccc(N2CCCS2(=O)=O)cc1NC(=O)C(=O)Nc1ccc(C(N)=O)cc1,i
Cc1cc(C)nc(SCC(=O)N2CCOCC2)n1,i
CCC(=O)N1CCc2ccc(NC(=O)c3cn(C)nc3OC)cc2C1,i
O=C(c1ccc(N2CCCC2)nn1)N1CCN(c2ccc(F)c(Cl)c2)CC1,i
Cc1cc(NC(=O)CCCc2ccccc2)n(-c2nc3c(cnn3-c3ccc(C)c(C)c3)c(=O)[nH]2)n1,i
Cc1cc(-c2nnc(NC(=O)/C=C/c3ccccc3Cl)o2)nn1C,i
COc1cccc2cc(-c3cn(-c4ccc(C)cc4)c(=S)[nH]3)c(=O)oc12,i
O=C(Nc1ccc(OC(F)(F)F)cc1)c1ccc(=O)n(Cc2cccc(F)c2)n1,i
Cn1nnc2c(N3CCN(C(=O)COc4ccc5ccccc5c4)CC3)ncnc21,i
O=C(COc1ccc2ccccc2c1)NCC1CCN(c2ccccn2)CC1,i
COc1ccc(-c2ccc(N3CCCC(C(=O)Nc4nccs4)C3)nn2)cc1 (stereo not drawn),i
O=C(c1ccco1)N1CCN(C(=O)c2cccn2CC(=O)N2CCc3ccccc32)CC1,i
O=C(c1cccc(Cl)c1)N1CCN(c2ccc(-c3cccnc3)nn2)CC1,i
O=S(=O)(Nc1cc(Cl)ccc1O)c1cc(Cl)ccc1Cl,i
COc1cn(CC(=O)NC(C)(C)C)c(CSc2ccccc2)cc1=O,i

# Continuation:
SMILES,GIRK2 activator
O=C(CSc1ccc(-c2ccc([N+](=O)[O-])cc2)nn1)N1CCCCC1,i
Cc1cc(NC(=O)COc2ccccc2F)n(-c2nc(-c3cccs3)cs2)n1,i
CCCOc1ccc(N2CCN(C(=O)C3CC(=O)N(c4ccc(OC)cc4)C3)CC2)nn1 (stereo not drawn),i
CCOC(=O)Cc1csc(NC(=O)c2csc(Nc3cccc(Cl)c3)n2)n1,i
CCOc1ccc(NC(=O)CCn2cnc3c(cnn3-c3ccc(F)cc3)c2=O)cc1,i
Cn1cccc1C(O)CNC(=O)Nc1ccccc1Cl (stereo not drawn),i
Cc1cc(C)c(NC(=O)c2ccc(N3CCCCS3(=O)=O)cc2)c(C)c1,i
CCOc1cccc2sc(N(CCN3CCOCC3)C(=O)c3ccco3)nc12,i
Cc1ccc(NC(=O)CCCn2nc(-c3cccs3)ccc2=O)cc1C,i
O=C(Cc1ccc([N+](=O)[O-])cc1)N/N=C\c1ccco1,i
O=S(=O)(c1ccccc1F)N1CCN(c2ccc3nnc(-c4ccco4)n3n2)CC1,i
O=C(Cc1ccc(-c2ccccc2)cc1)N1CCN(c2ncnc3c2nnn3Cc2ccccc2)CC1,i
COc1ccc(S(=O)(=O)Nc2ccc(CC(=O)NC3CC3)cc2)cc1OC,i
Cc1ccc(-c2ccc(=O)n(CC(=O)N3CCc4ccccc43)n2)cc1,i
COc1cccc(C(=O)Nc2cc(C3CC3)nn2-c2nc(C(C)C)cc(=O)[nH]2)c1OC,i
COc1ccc(OC)c(NC(=O)Cn2cc(OC)c(=O)cc2CSc2nc(C)cs2)c1,i
COc1ccc(C(=O)Nc2cc3c4c(c2)CCC(=O)N4CCC3)cc1OC,i
Cc1cccc(NC(=O)N2CCN(c3ccc4nncn4n3)CC2)c1C,i
Cc1cc(C(=O)NCC(c2cccs2)N(C)C)no1 (stereo not drawn),i
O=C(Nc1ccc(C(F)(F)F)cc1)c1ccc(N2CCCCS2(=O)=O)cc1,i
COCCNC(=O)Cc1ccc(NC(=O)c2ccc(Br)cc2)cc1,i
Cc1cc(NS(=O)(=O)c2ccc(F)cc2C)n(C2CCS(=O)(=O)C2)n1 (stereo not drawn),i
Cc1cc(C)c(N(CC(O)CNCC(=O)O)S(C)(=O)=O)c(C)c1 (stereo not drawn),i
O=C(c1ncccn1)N1CCN(c2ccc(-n3cccn3)nn2)CC1,i
COc1ccc(OC)c(NC(=O)NCCNc2nc(C)cc(N3CCCCC3)n2)c1,i

# (listing goes on)
SMILES,GIRK2 activator
O=C1CC(C(=O)N(CC2CCCO2)c2nc3c(F)cccc3s2)CN1c1ccccc1 (stereo not drawn),i
COc1cccc2sc(N3CCN(C(=O)CS(=O)(=O)Cc4ccccc4)CC3)nc12,i
CC(=O)Nc1ccc(S(=O)(=O)Nc2cc(C)nn2C2CCS(=O)(=O)C2)cc1 (stereo not drawn),i
COc1cc(C)c(C(C)C)cc1S(=O)(=O)Nc1ccc(C(=O)O)cc1,i
O=C(c1cnn(-c2ccccc2)n1)N1CCC(Cn2cccn2)CC1,i
COc1ccc(Nc2nnc(Cc3ccccc3)c(=O)[nH]2)cc1OC,i
Cc1ccc(-c2ccc(=O)n(CCNC(=O)C(C)Oc3ccccc3F)n2)cc1 (stereo not drawn),i
CCCc1cc(=O)n(CC(=O)Nc2ccc(S(=O)(=O)NC(C)=O)cc2)cn1,i
CCSc1nn(CC(=O)Nc2cccc(C)c2C)c(N)c1S(=O)(=O)c1ccccc1,i
COc1cccc(NC(=O)c2nnn(-c3ccccc3)c2N)c1,i
COc1ccc(C(=O)CN2CCC(c3nnc(C)s3)CC2)cc1,i
CN1C(=O)N(C)C2(CCN(C(=O)C3CCCC3)CC2)C1=O,i
O=C(CCCc1ccccc1)N1CCN(c2ccc3nnc(-c4ccco4)n3n2)CC1,i
O=C(Cn1cnc(-c2cccs2)cc1=O)Nc1ccc(-c2cn3ccsc3n2)cc1,i
Cn1cc(C(=O)N2CCCC(c3nn(C)c(=O)n3-c3ccccc3)C2)nn1 (stereo not drawn),i
COc1ccccc1N1CCN(CC(O)COc2ccccc2-c2ccccc2)CC1 (stereo not drawn),i
Cc1cccc2sc(N(Cc3ccccc3)C(=O)CCCS(=O)(=O)c3ccccc3)nc12,i
COC(=O)Cn1c(=O)c2c(nc3n(-c4ccc(C)cc4C)c(C)c(C)n23)n(C)c1=O,i
O=C(NCC(O)(c1ccco1)C1CC1)C(=O)Nc1ccc(OC(F)(F)F)cc1 (stereo not drawn),i
O=C(NCCN1CCOC(c2ccccc2)C1)C(=O)NC1CC1 (stereo not drawn),i
O=C(Nc1nccs1)C(c1ccccc1)N1CCOCC1 (stereo not drawn),i
CCOC(=O)N1CCC(NC(=O)C2CCN(c3cc(Sc4cc(C)ccc4C)ncn3)CC2)CC1,i
O=C(NCC(=O)N1CCOC(c2ccccc2)C1)C(=O)NCc1ccccc1Cl (stereo not drawn),i
O=C(CSc1nc(=O)n(CC2CCCO2)c2c1CCCC2)Nc1ccc(F)c([N+](=O)[O-])c1 (stereo not drawn),i
CSc1nc(N2CCOCC2)c2cnn(CCNC(=O)C3CCCC3)c2n1,i

# Continued.
SMILES,GIRK2 activator
Cc1ccnc(Nc2ccc(NCCNC(=O)c3c(F)cccc3Cl)nn2)c1,i
COC(=O)Nc1nc(CC(=O)Nc2cc(NC(C)=O)ccc2OC)cs1,i
O=C(CN1CCC(COCc2ccccc2)CC1)Nc1ccc2c(c1)OCCO2,i
CC(C)(C)n1nc2c(c1-n1cccc1)CN(C(=O)c1csc(-c3ccccc3)n1)C2,i
O=C(O)c1ccc(OC2CCCCC2)cc1,i
O=C(Nc1ccc(F)cc1)N1CCC(CNS(=O)(=O)c2ccc(OC(F)(F)F)cc2)CC1,i
O=C(N(CCc1ccccc1)Cc1ccccn1)C12CC3CC(CC(C3)C1)C2,i
O=C(c1ccc(N2CCCC2)nn1)N1CCN(C(=O)c2ccco2)CC1,i
Cc1cc(=O)[nH]c(-n2nc(C)c(CCC(=O)N3CCN(C(=O)c4ccco4)CC3)c2C)n1,i
O=C(CC(c1ccccc1)c1ccccc1)Nc1ccc(CC(=O)N2CCC(O)CC2)cc1,i
O=C(CSCc1ccccc1)N1CCN(Cc2nnnn2-c2ccc(F)c(F)c2)CC1,i
Cc1nnc(C2CCN(C(=O)c3cc(=O)c4ccccc4o3)CC2)s1,i
CC(=O)Nc1ccc(NC(=O)c2cc(-c3ccco3)nc3c2c(C)nn3C2CCS(=O)(=O)C2)cc1 (stereo not drawn),i
Cc1cc(NS(=O)(=O)c2ccc([N+](=O)[O-])cc2)ccc1N1CCCCC1=O,i
O=C(NCCc1ccc(Cl)cc1)C(=O)Nc1ccc2c(c1)OCCO2,i
O=C(Cn1c(-c2cnccn2)nc2ccccc21)Nc1ccc(F)c(Cl)c1,i
COCC(=O)Nc1cc(-c2cn3nc(OC)ccc3n2)ccc1Cl,i
CC(O)(CNC(=O)C1c2ccccc2Oc2ccccc21)c1ccc2c(c1)OCO2 (stereo not drawn),i
COc1ccc(C)cc1NC(=O)C(=O)NCCN1CCOC(c2ccccc2)C1 (stereo not drawn),i
CCOC(=O)c1sc(NC(=O)CC2Nc3ccccc3NC2=O)cc1C (stereo not drawn),i
COc1ccccc1NC(=O)N1CCC(CNC(=O)C(=O)NC(C)c2ccccc2)CC1 (stereo not drawn),i
COc1ccc(N(Cc2ccc(OC)c(F)c2)S(=O)(=O)c2ccc3nncn3c2)cc1,i
O=C(CCc1csc(NS(=O)(=O)c2ccc(F)cc2)n1)NC1CC1,i
CC1CCCCN1c1ccc(N2CCN(C(=O)CCC3CCCC3)CC2)nn1 (stereo not drawn),i
COc1cccc(OC)c1C(=O)N1c2ccccc2CC1C(N)=O (stereo not drawn),i
O=C(Cc1csc(NC(=O)C2CCC(=O)N2)n1)Nc1ccc(F)c(F)c1 (stereo not drawn),i
CCOc1nn(CC)cc1-c1nnc(SCC(=O)N2CCCc3ccccc32)n1C,i

# Not all compounds are listed. The share of hits here may be higher or lower than overall.
